Bioassay records (PubChem BioAssay)
KDM5B inhibitor = Primary screen for KDM5B Histone Demethylases FDH-coupled qHTS. 220,000 tested, 2.6% active. KDM5B demethylase, FDH-coupled NADH fluorescence (FDH is formaldehyde dehydrogenase). Lysine-specific demethylase 5B (Homo sapiens), Q9UGL1. Potency, µM (titrated, usually from 57.7 µM), without a hit: at the top dose activity change, negative = inhibition, usual class: inhibitors; active = well fitted inhibition curve with a large enough effect; inconclusive = small, poorly fitted or top-dose-only effect; inactive = no such curve, though single readings can be large or run the other way; note: 0% is about no effect; nearly all actives have a fitted effect of over 70% in size
Target sequence (Q9UGL1 whole entry, looked up): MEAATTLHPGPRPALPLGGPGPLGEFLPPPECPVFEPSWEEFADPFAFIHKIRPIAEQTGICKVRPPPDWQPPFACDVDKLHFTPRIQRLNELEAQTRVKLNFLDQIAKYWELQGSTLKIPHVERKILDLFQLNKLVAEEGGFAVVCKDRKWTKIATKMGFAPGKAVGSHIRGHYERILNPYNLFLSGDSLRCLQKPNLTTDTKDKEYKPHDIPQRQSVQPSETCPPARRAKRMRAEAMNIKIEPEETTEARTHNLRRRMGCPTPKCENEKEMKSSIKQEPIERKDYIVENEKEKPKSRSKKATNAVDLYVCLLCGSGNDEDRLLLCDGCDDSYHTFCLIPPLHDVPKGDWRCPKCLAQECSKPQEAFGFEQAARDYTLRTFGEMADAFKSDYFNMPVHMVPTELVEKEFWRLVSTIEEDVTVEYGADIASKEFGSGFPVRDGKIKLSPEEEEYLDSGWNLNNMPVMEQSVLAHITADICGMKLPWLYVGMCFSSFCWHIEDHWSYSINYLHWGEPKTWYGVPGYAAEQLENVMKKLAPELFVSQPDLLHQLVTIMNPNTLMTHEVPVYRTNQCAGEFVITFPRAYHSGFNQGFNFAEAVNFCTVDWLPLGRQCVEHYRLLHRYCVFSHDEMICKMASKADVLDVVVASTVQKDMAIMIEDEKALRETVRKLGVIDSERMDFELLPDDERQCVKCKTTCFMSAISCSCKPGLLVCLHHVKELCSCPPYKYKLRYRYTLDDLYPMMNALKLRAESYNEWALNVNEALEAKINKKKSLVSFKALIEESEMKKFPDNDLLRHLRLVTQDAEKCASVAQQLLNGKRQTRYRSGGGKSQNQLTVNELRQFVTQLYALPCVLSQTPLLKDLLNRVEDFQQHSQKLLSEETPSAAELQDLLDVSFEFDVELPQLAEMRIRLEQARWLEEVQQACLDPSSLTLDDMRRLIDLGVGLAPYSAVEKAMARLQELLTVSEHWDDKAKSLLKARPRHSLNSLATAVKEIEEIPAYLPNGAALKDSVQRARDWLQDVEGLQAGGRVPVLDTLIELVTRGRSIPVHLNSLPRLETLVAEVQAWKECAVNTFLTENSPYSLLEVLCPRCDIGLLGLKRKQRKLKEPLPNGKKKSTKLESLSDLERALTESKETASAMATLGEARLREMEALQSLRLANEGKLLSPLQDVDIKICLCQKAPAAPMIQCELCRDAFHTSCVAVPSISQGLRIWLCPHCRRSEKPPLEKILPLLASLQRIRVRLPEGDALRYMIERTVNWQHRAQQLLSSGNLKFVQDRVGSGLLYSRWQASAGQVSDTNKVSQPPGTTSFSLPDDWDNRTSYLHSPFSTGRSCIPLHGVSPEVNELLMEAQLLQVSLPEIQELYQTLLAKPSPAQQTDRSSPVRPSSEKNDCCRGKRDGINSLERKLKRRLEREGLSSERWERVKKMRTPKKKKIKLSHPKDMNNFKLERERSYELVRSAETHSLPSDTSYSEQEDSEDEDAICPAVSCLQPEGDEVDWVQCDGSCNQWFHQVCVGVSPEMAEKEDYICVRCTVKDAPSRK
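Compound dilutions met 200 nM (final) KDM5BΔAP for 10 min at room temperature before substrate addition. The substrate mix held 12.5 µM H3K4me3 with cofactors 25 µM α-ketoglutarate and 50 µM Fe²⁺. NADH signal gain over 30 min defined activity.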
The depositor's hits bear a star; u = inconclusive; & = joins results of further samples; [ ] = another dose, or the depositor's remark. Potency is the fitted concentration of half-maximal effect. Not all compounds are listed; rates above refer to the full screens.

KDM5B inhibitor	Molecule
21.6%	COc1ccc(-c2cc3ccc(OC(C)=O)cc3oc2=O)cc1
u	Cc1ccccc1Cn1c(=O)n(Cc2ccco2)c(=O)c2sc3ccccc3c21
22.4%[86.2 µM]	c1ccc(-c2cn3c(n2)CO[C@@H](CNC2CCOCC2)C3)cc1
1.4%	CCS(=O)(=O)N1N=C(c2ccccc2)CC1c1ccc2nccnc2c1 (stereo not drawn)
-1.6%	Cc1ccc([S+](=O)([O-])N2CCn3c(nn(-c4ccc([N+](=O)[O-])cc4)c3=O)C2)cc1
-3.1%	O=C(Cc1ccccc1F)NC1CCN(C2CC2)C1 (stereo not drawn)
0.5%[86.2 µM]	O[C@@H]1CCN(Cc2nc(C3(O)CCN(C4CCOCC4)CC3)cs2)C1
21.0%	COC(=O)/C(=C1/Oc2c(C)cc(C)cc2S1)C(F)(F)F

Shown in CSV form: entries from further up
SMILES,KDM5B inhibitor
COc1ccc(-c2cc3ccc(OC(C)=O)cc3oc2=O)cc1,21.6%
Cc1ccccc1Cn1c(=O)n(Cc2ccco2)c(=O)c2sc3ccccc3c21,u
c1ccc(-c2cn3c(n2)CO[C@@H](CNC2CCOCC2)C3)cc1,22.4%[86.2 µM]

Other compounds follow:
KDM5B inhibitor	Molecule
-3.1%	COCCN1C(=O)c2cccn2CC1CNC(=O)c1ccc(Cn2ccnc2)o1 (stereo not drawn)
-16.4%	CN(C)C(C(=O)N1CCC(OCc2cccnc2)CC1)c1cccc(F)c1 (stereo not drawn)
-4.6%&-21.3%	COc1cc(-c2nnc(SCC(=O)N(C)C3CCCCC3)o2)cc(OC)c1OC
8.3%	Cc1nc(C)c(C(=O)NCC23CCC=C2N(CC2CC2)C(=O)CC3)s1 (stereo not drawn)
u	O=C(c1cnc(N2CCCCC2)c2ccccc12)N1CCN(c2ccc(Cl)cc2)CC1
u	CCOc1ccc(C(=O)NCCc2csc(-c3cccnc3)n2)cc1
-8.0%	O=C(c1ccco1)N1CCCC(c2noc(COc3ccccc3)n2)C1 (stereo not drawn)
-23.1%	O=C(NCC12CCCC=C1N(Cc1ccccc1)C(=O)CC2)c1ccncc1 (stereo not drawn)

Next part.
KDM5B inhibitor	Molecule
12.8%	CN(CC(=O)OC(C)(C)C)C(=O)/C=C/c1cccc(C#N)c1
u	CCN1CCOC(=O)C1CC(=O)Nc1cc(Cl)ccc1C (stereo not drawn)
-0.9%	Cc1sc(-c2nc(-c3ccc(F)cc3)no2)cc1S(=O)(=O)Nc1ccc(F)cc1
3.7%	Cc1ccn2c(=O)cc(COc3cccc(NC(=O)Nc4cccc(Cl)c4C)c3)nc2c1
-10.1%	CCOc1ccc(C(=O)c2oc3ccccc3c2NC(=O)c2cc(-c3ccc(C)cc3)on2)cc1
-5.7%	O=C(CN1C(=O)COc2ccc(S(=O)(=O)N3CCCC3)cc21)N1CCN(c2ccccc2F)CC1
u	Cc1cccc(N2C(N)=C(C#N)C3(C(=O)N(Cc4ccccc4F)c4ccccc43)C3=C2COC3=O)c1 (stereo not drawn)
13.8%	CC(=O)NC(C)c1cc(C(C)(C)C)c(O)c(C(C)(C)C)c1 (stereo not drawn)

Remaining list, next part
KDM5B inhibitor	Molecule
-25.3%	CN(C)C[C@@H]1CN(S(C)(=O)=O)C[C@H]1NC(=O)CCn1cccn1
u	Cc1ccc(C)c(Cn2c(C3CC(=O)N(c4ccccc4C)C3)nc3ccccc32)c1 (stereo not drawn)
u	CC1=C(C(=O)Nc2ccc(Cl)cc2)C(c2ccccc2)n2ncc(C(=O)Nc3ccccc3)c2N1 (stereo not drawn)
-14.3%	CCN(Cc1ccco1)C(=O)c1[nH]c2c(c1C)C(=O)CC(C)(C)C2
13.8%	CC(C)C(=O)NC(NC(=O)C(C)C)c1cc(Br)ccc1F
-9.5%	COc1ccc(CN2CCC3(CC(=O)NC3=O)C2)cc1OCc1ccccc1 (stereo not drawn)
-0.8%	CNC(=O)c1ccc(-c2nc(CN3CCN(C(=O)Nc4ccc(OC)cc4OC)CC3)c(C)o2)cc1
79.4µM*	Cc1ncc(CO)c(CN2CCCC3(Cc4ccccc4CNC3=O)C2)c1O (stereo not drawn)

(list continues)
KDM5B inhibitor	Molecule
18.1%	CC(=O)C12CC3CC(C1)CC(C(=O)O)(C3)C2
10.6%	CCOc1cc(CNC(=O)c2sc3ncnc(N(C)C4CCCCC4)c3c2C)ccc1OC
u	CC1(C)CC(=O)c2cc(-c3nc(-c4ccc(F)cc4)cs3)c(=O)[nH]c2C1
18.4%[86.2 µM]	COCc1ccc2c(c1)c(OC(C)(C)C(=O)NCC(F)(F)F)nn2Cc1cccnc1
-12.8%	CSc1nc2c([nH]c3ccccc32)c(=O)n1-c1ccc(C)cc1
-13.7%	CCOc1ccccc1CNC(=O)CCCN1C(=O)CCn2nc(-c3cccn3C)cc21
5.8%	O=C(NC1CC1)c1ccccc1OC1CN(Cc2ccsc2)C1
22.4µM*	CCOC(=O)N1CCC(N2CCc3nc(-c4ccc(Cl)cc4)[nH]c3C2)C1 (stereo not drawn)

Other entries follow.
KDM5B inhibitor	Molecule
7.2%	Cc1cc(C)cc(C(=O)OCC(=O)c2c(C)cc(C)cc2C)c1
12.1%	CCc1cnc(C)nc1N1CCC2(CC1)CC(c1ccccc1)C(=O)N2C (stereo not drawn)
24.0%[115 µM]	CC(=O)Nc1ccc(CN2C3CCC2CN(C(=O)Nc2ccccc2F)C3)cc1
14.7%	Cc1ccc(C(=O)N2CCC3(CC2)C(C(=O)O)CC(=O)N3C)s1 (stereo not drawn)
24.4%	O=C(CSc1nc(-c2ccc(F)cc2)[nH]c1-c1ccc(F)cc1)Nc1ccc2c(c1)OCO2
-8.0%	CCC(c1cccnc1)N(C)C(=O)c1cc(COc2ccccc2)[nH]n1 (stereo not drawn)
9.1%	COC(=O)C1(C(=O)OC)C2C3C4CC5C6C4C2C6C1C53 (stereo not drawn)
-21.3%	CCn1cc(S(=O)(=O)NCCc2noc(-c3ccncc3)n2)cn1

More results follow.
KDM5B inhibitor	Molecule
-23.9%	COc1ccc(NC(=S)N(CCCN2CCCC2)Cc2cccn2Cc2ccc(Cl)cc2)cc1Cl
29.0%	COc1ccc(S(=O)(=O)N2CCN(CC(=O)NCCc3cccs3)CC2)cc1
4.7%	N#CCCN(Cc1cccs1)C(=O)Nc1ccc(F)cc1
u	CC(C)CCN1CCNC(=O)C1CC(=O)NCc1ccc(O)cc1O (stereo not drawn)
18.8%	COCCNS(=O)(=O)c1cc(C(=O)O)cc(-c2cccc3cccnc23)c1
-11.5%	CN1CCN(C(CNC(=O)C(=O)Nc2ccccc2C#N)c2ccc3c(c2)OCO3)CC1 (stereo not drawn)
32.6%[activator]	CCCn1nc(C)c2c1NC(=O)CC2c1ccc(OCC(N)=O)c(OC)c1 (stereo not drawn)
-7.6%	CCn1c(Cn2nnc(-c3ccccc3C)n2)nc2cc(S(=O)(=O)N3CCOCC3)ccc21

The listing continues.
KDM5B inhibitor	Molecule
17.4%	CCOC(=O)N1CCN(C(=O)CN(c2ccc(F)cc2)S(C)(=O)=O)CC1
-5.4%	COc1ccc(Cl)cc1S(=O)(=O)N1CCCC(C(=O)NCc2ccccc2)C1 (stereo not drawn)
u	CCCCOc1ccc(CNC(=O)c2ccc(NC(=O)N3CCSc4ncccc43)cc2)cc1
14.1%	Cc1nc(N)c(CC(Br)CBr)c(Cl)n1 (stereo not drawn)
7.2%	CC1=C(c2ccc(C(C)C)cc2)S(=O)(=O)N=C1N1CCC(C(=O)NC2CCCC2)CC1
22.7%[115 µM]	O=C1NC(=NC2CCCCC2)C2(CCN(Cc3ccsc3)C2)N1c1cccnc1 (stereo not drawn)
23.8%	Cc1ccc(NC(=O)C2(c3ccccc3)CCCC2)cc1
25.2%[86.2 µM]	COc1ccc(NC(=O)N[C@H]2CO[C@H]3[C@@H]2OC[C@@H]3n2nnnc2Oc2ccccc2)cc1

(more compounds)
KDM5B inhibitor	Molecule
10.7%	CSc1cccc(NC(=O)CN2C(=O)NC3(CCC(C)CC3)C2=O)c1 (stereo not drawn)
u	COc1ccccc1/C=C/c1nc(C#N)c(NCCCn2ccnc2)o1
u	COCCNC(=O)C1=CC(c2ccc3c(c2)OCO3)=NS(=O)(=O)N1C
13.7%[115 µM]	COc1cccc(N2C(=O)NC(=NC3CCCC3)C23CCCN([S+](=O)([O-])c2cccc(C(F)(F)F)c2)C3)c1 (stereo not drawn)
-5.3%	COc1cccc(C(=O)N2CCN(c3cc(-c4ccccc4)[nH]n3)CC2)c1OC
-21.9%	COc1ccc(C2CC(=O)N(Cc3cccc(F)c3)c3ccccc3S2)cc1 (stereo not drawn)
-2.2%	Cc1ncsc1-c1nc(CC2CCN(C)CC2)nn1Cc1ccccc1
21.0%	O=C(O)CCC1CCN(S(=O)(=O)c2ccccc2)CC1

New compounds follow:
KDM5B inhibitor	Molecule
u	c1ccc(-c2ccc(-c3ccn[nH]3)cc2)cc1
-23.7%	O=C(NC1CC1)c1ccc(Cl)c(S(=O)(=O)N2CCOCC2)c1
-5.2%	CCS(=O)(=O)N1CCC(NS(=O)(=O)c2ccsc2C(=O)OC)CC1
-1.6%	CN(Cc1cnn(C)c1)Cc1ccccc1OCC(O)CN1CCCCC1 (stereo not drawn)
u	Cc1c(C)c2cc(Cl)c(OC(C)C(=O)NCc3cccnc3)cc2oc1=O (stereo not drawn)
64.7%[activator][115 µM]	CN1CC(=O)N(C2CCCNC2)Cc2c1ncnc2N1CCN(c2ncccn2)CC1 (stereo not drawn)
0.5%[86.2 µM]	CC(C)c1ccc(CC(=O)N2CCCc3ncc(C(=O)NCC4CCCO4)cc32)cc1 (stereo not drawn)
-12.2%	CCC(=O)N1CCN(c2ccccc2NC(=O)c2cccs2)CC1

Some of the entries above in a different format:
> CCOc1cc(CNC(=O)c2sc3ncnc(N(C)C4CCCCC4)c3c2C)ccc1OC
  KDM5B inhibitor: 10.6%

> COc1ccc(S(=O)(=O)N2CCN(CC(=O)NCCc3cccs3)CC2)cc1
  KDM5B inhibitor: 29.0%

> CN1CCN(C(CNC(=O)C(=O)Nc2ccccc2C#N)c2ccc3c(c2)OCO3)CC1 (stereo not drawn)
  KDM5B inhibitor: -11.5%

> CC1(C)CC(=O)c2cc(-c3nc(-c4ccc(F)cc4)cs3)c(=O)[nH]c2C1
  KDM5B inhibitor: u

(more compounds)
KDM5B inhibitor	Molecule
-16.0%[115 µM]	Cc1noc(C)c1CN[C@@H]1C[C@H](CO)[C@@H](O)[C@H]1O
-20.9%	COc1cccc(NC(=O)CN(C)S(=O)(=O)c2cccs2)c1
-23.3%	Cc1ccc(S(=O)(=O)c2nnn3c2nc(NCc2cccs2)c2sccc23)cc1
9.4%	CC(=O)N[C@@H](Cc1c[nH]c2ccccc12)C(=O)OCc1ccc(C#N)cc1
9.5%	CCc1c(C)nc(Nc2nc(C)c3cc(OC)ccc3n2)[nH]c1=O
u	COc1c(Cl)cc(C(=O)Nc2cc(-c3nc4ccccc4[nH]3)ccc2C)cc1Cl
1.4%	O=C(COc1cc(O)c2c(=O)cc(-c3ccccc3)oc2c1)Nc1ccccc1F
23.6%	CC(C)n1c(CN2CCOCC2)nc2c1c(=O)n(C)c(=O)n2C

Additional entries follow:
KDM5B inhibitor	Molecule
u	O=C(CSc1nc2c([nH]c3ccccc32)c(=O)n1-c1cccc(Cl)c1)N1CCCC1
-5.4%	Cc1ccc(CNC(=O)N2CCC3(CC2)CC(N(C2CC2)S(C)(=O)=O)CCO3)cc1 (stereo not drawn)
-0.8%	COc1ccc(CN2CCc3ncc(C(=O)N4CCC(c5ccccc5)CC4)n3CC2)cn1
-27.6%	CC(C)C(=O)/C(C#N)=C\c1ccc(OCc2cccc(F)c2)cc1
-17.0%	O=C(/C=C/c1ccc(-c2ccc(Cl)c(Cl)c2)o1)c1ccc(Cl)cc1
-18.6%	Cc1cc(-c2csc(NC3CCCCC3)n2)c(C)n1NC(=O)c1nn(C)c(=O)c2ccccc12
u	COc1ccc(-c2nc(C3CC3)nc3c2CCN(Cc2ccc(C#N)cc2)CC3)cc1
-0.1%[115 µM]	CCc1cccc(-n2nnnc2N2CCN(C(=O)Nc3ccc(C)c(OC)c3)CC2)c1

At a glance, three of the compounds above.
KDM5B inhibitor	Molecule
-18.6%	Cc1cc(-c2csc(NC3CCCCC3)n2)c(C)n1NC(=O)c1nn(C)c(=O)c2ccccc12
u	COc1ccc(-c2nc(C3CC3)nc3c2CCN(Cc2ccc(C#N)cc2)CC3)cc1
-0.1%[115 µM]	CCc1cccc(-n2nnnc2N2CCN(C(=O)Nc3ccc(C)c(OC)c3)CC2)c1

Later entries.
KDM5B inhibitor	Molecule
u	COc1ccc(N2CC(c3noc(-c4ccc(OC)cc4C)n3)CC2=O)cc1 (stereo not drawn)
-26.5%	COCCCn1c(C)cc(C(=O)NCCc2noc(COC)n2)c1C
-21.9%	Cn1nc2n(c1=O)CCC(NC(=O)CCS(=O)(=O)c1ccccc1)CC2 (stereo not drawn)
16.5%	Cc1ccc2oc(=O)c3cnn(CC(=O)N4CCN(c5ccccc5F)CC4)c3c2c1
-12.7%	CO[C@H]1C(=O)N(C(C)C)[C@H]1C1CCN(CC2CCCCC2)CC1
-0.2%	COc1ccc(NC(=O)c2ccc3snnc3c2)cc1OC
10.8%	COCCN1C(=O)c2cccn2CC1CNC(=O)Cc1c(C)noc1C (stereo not drawn)
10.6%	O=C(C1CCOCC1)N1CCC(N2C(=O)C(O)C23CCCCC3)CC1 (stereo not drawn)

(next part)
KDM5B inhibitor	Molecule
u	O=C(Nc1ccc(Cl)cc1)c1ccc2c(c1)N(Cc1ccccc1)CCS2
-14.8%	Cc1ccc(S(N)(=O)=O)cc1C(=O)N1CCC2(CCCNC2=O)C1 (stereo not drawn)
4.6%	O=C(CN1C(=O)NC2(CCOCC2)C1=O)Nc1ccc(Br)cc1
-22.9%	O=S(=O)(O)c1ccc(SCc2ccccc2)nc1
